TcdB inh = TcdB glycohydrolase inhibitors, primary screen, biochemical, single point, plate reader | inhibition, % at 9.99 µM | AID 652162, 2013 | 350,000 compounds, 0.24% hits | Toxin B (Clostridioides difficile), P18177 | TcdB glycohydrolase enzymatic assay; in the data active = inhibition above about 10%
Target sequence (P18177 whole entry, looked up): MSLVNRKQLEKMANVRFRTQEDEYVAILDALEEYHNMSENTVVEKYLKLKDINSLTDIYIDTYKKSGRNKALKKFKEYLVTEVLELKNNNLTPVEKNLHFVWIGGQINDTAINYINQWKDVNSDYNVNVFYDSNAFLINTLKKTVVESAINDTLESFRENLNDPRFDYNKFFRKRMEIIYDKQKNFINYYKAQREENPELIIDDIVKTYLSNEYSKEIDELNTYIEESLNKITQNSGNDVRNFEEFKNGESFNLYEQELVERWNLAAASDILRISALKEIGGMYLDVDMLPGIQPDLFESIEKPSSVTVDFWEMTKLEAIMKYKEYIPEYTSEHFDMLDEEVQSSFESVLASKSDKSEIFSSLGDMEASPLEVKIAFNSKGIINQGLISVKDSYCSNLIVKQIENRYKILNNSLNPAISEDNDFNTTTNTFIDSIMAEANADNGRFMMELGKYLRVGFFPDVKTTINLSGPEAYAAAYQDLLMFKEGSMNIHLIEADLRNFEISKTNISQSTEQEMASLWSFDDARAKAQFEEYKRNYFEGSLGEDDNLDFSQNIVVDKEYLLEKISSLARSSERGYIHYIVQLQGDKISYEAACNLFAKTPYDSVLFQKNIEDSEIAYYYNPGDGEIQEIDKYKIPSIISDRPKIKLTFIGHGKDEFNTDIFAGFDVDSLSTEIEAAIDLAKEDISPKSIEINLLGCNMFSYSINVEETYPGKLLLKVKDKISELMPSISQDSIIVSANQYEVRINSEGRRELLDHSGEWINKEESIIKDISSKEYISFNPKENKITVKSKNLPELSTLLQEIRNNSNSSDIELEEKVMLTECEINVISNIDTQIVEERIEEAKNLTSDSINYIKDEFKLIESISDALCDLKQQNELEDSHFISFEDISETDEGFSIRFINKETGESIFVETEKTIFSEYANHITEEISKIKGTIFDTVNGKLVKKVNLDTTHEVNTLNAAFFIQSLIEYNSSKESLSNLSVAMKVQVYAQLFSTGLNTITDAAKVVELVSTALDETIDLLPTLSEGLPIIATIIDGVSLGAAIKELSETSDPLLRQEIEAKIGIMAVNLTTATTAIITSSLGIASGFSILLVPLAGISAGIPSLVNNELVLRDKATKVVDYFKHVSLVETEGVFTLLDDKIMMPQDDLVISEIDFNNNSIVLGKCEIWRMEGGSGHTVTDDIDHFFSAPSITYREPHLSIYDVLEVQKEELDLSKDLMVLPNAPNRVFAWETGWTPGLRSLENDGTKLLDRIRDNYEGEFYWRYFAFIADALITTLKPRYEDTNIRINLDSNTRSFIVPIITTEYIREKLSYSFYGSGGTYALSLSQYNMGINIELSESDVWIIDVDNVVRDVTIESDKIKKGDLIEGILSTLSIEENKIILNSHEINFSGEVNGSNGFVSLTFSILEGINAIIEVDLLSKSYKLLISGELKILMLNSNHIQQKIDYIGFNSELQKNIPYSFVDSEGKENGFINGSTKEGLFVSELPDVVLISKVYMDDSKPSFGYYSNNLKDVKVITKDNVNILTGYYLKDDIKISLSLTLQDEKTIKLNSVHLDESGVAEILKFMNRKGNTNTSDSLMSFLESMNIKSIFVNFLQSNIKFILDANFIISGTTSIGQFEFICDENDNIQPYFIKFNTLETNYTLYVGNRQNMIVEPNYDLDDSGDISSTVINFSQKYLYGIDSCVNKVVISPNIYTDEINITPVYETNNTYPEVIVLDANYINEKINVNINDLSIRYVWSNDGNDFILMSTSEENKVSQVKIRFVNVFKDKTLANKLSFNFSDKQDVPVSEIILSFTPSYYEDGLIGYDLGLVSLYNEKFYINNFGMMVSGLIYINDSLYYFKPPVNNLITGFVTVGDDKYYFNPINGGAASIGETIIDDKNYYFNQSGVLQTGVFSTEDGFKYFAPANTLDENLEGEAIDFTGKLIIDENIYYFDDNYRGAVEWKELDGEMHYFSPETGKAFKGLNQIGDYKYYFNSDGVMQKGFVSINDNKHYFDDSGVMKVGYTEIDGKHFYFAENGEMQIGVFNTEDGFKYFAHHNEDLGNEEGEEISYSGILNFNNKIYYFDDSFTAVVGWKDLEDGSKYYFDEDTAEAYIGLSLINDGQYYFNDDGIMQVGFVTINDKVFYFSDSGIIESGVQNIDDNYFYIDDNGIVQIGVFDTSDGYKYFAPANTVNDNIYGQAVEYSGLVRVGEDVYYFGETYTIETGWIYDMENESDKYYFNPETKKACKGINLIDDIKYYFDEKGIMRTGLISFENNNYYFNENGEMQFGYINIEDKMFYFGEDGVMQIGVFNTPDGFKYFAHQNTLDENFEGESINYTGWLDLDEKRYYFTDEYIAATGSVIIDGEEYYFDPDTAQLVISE
* marks the source's active call; other numbers are inactive results. This is a subset, so the mix of outcomes need not match the whole.

cpd	smiles	TcdB inh
1	C[C@H]1C=C(C(=O)Nc2ccccc2)O[C@@H](OCCCCO)C1	0.3
2	CCCN1[C@@H]2c3ccc(C4=CCCC4)c(=O)n3C[C@@H]2[C@@H](CO)[C@@H]1C(=O)NCc1cccc(OC)c1	0.0
3	C[C@@H]1CCCCO[C@@H](CN(C)Cc2ccc(C(F)(F)F)cc2)[C@H](C)CN([C@@H](C)CO)C(=O)c2cc(NC(=O)c3ccncc3)ccc2O1	-1.8
4	C[C@@H]1CN([C@H](C)CO)C(=O)Cc2cc(NC(=O)CCCN(C)C)ccc2O[C@H]1CN(C)S(=O)(=O)c1ccccc1	-1.0
5	Cc1noc(C)c1NC(=O)N(C)C[C@@H]1Oc2ccc(NC(=O)Cc3cn(C)c4ccccc34)cc2C(=O)N([C@@H](C)CO)C[C@@H]1C	-8.2
6	CCNC(=O)C[C@@H]1CC[C@H]2[C@@H](COc3ccc(NC(=O)Nc4ccc(F)cc4)cc3C(=O)N2C)O1	0.5
7	C[C@H](CO)N1C[C@H](C)[C@@H](CN(C)Cc2ccc(C(=O)Nc3ccccc3N)cc2)Oc2c(NC(=O)C3CCOCC3)cccc2C1=O	-1.9
8	C[C@H](CO)N1C[C@H](C)[C@H](CN(C)S(=O)(=O)c2ccc(F)cc2)Oc2ncc(-c3cc4ccccc4o3)cc2C1=O	0.3
9	C/C=C/c1ccc([C@@H]2[C@H](CO)N3CCCCN(C(=O)Nc4ccc(F)cc4)C[C@@H]23)cc1	1.0
10	C[C@H]1CN([C@@H](C)CO)C(=O)Cc2cc(NS(C)(=O)=O)ccc2O[C@H]1CN(C)S(=O)(=O)c1ccc(Cl)cc1	-0.4
11	C[C@@H]1CN([C@@H](C)CO)C(=O)c2cc(-c3cccc(C(=O)N(C)C)c3)cnc2O[C@@H]1CN(C)S(=O)(=O)c1cccc(F)c1	-0.7
12	Cc1noc(C)c1NC(=O)Nc1cccc2c1O[C@@H](CN(C)S(=O)(=O)c1cn(C)cn1)[C@@H](C)CN([C@H](C)CO)C2=O	-1.3
13	Cc1ccc(S(=O)(=O)Nc2cccc3c2O[C@H](CN(C)C(=O)Nc2ccccc2)[C@H](C)CN([C@H](C)CO)C3=O)cc1	1.1
14	C[C@H]1CCCCO[C@H](CN(C)C)[C@@H](C)CN([C@@H](C)CO)C(=O)c2cc(NC(=O)Nc3cccc4ccccc34)ccc2O1	-16
15	COCC#Cc1cnc2c(c1)C(=O)N([C@H](C)CO)C[C@H](C)[C@H](CN(C)S(=O)(=O)c1cn(C)cn1)O2	-1.0
16	COc1ccc(S(=O)(=O)Nc2cccc3c2O[C@H](CN(C)Cc2ccc4c(c2)OCO4)[C@@H](C)CN([C@@H](C)CO)C3=O)cc1	0.3
17	C[C@H](CO)N1C[C@H](C)[C@H](CN(C)C(=O)Nc2ccc3c(c2)OCO3)OCCCC[C@H](C)Oc2ccc(NS(=O)(=O)c3cccs3)cc2C1=O	0.6
18	COc1ccc(NC(=O)Nc2ccc3c(c2)C(=O)N([C@@H](C)CO)C[C@H](C)[C@H](CN(C)S(=O)(=O)c2cccs2)OCCCC[C@H](C)O3)cc1	-1.1
19	C[C@@H]1CN([C@@H](C)CO)C(=O)Cc2cc(NC(=O)Cc3ccccc3)ccc2O[C@@H]1CN(C)S(=O)(=O)c1ccc(F)cc1	1.6
20	CNC(=O)C[C@H]1CC[C@@H]2[C@@H](COc3ccc(NC(=O)Nc4ccccc4F)cc3C(=O)N2C)O1	2.6
21	C[C@H]1CN([C@@H](C)CO)C(=O)c2cc(C#Cc3cccnc3)cnc2O[C@@H]1CN(C)S(C)(=O)=O	1.5
22	CN1CCN(C(=O)C[C@H]2CC[C@@H]3[C@H](COC[C@@H](O)CN3C(=O)c3ccccc3F)O2)CC1	0.8
23	C[C@H]1CN([C@@H](C)CO)C(=O)c2cc(-c3ccc(C#N)cc3)cnc2O[C@@H]1CN(C)C(=O)Nc1ccc(F)cc1	0.5
24	O=C(N[C@H]1CC[C@H](CCNS(=O)(=O)c2ccccc2)O[C@@H]1CO)c1cccc(F)c1	0.3
25	COc1ccc(S(=O)(=O)Nc2ccc3c(c2)C(=O)N([C@H](C)CO)C[C@H](C)[C@H](CN(C)C(=O)Nc2ccc(C(F)(F)F)cc2)O3)cc1	-1.1
26	O=C(C[C@H]1C=C[C@H](NC(=O)c2ccc3c(c2)OCO3)[C@H](CO)O1)NCc1ccc(F)cc1	1.0
27	Cc1noc(C)c1S(=O)(=O)Nc1ccc2c(c1)CC(=O)N([C@H](C)CO)C[C@@H](C)[C@H](CN(C)C)O2	0.1
28	O=C(NC1CCCC1)N1CCCCN2[C@@H](CO)[C@@H](c3ccc(-c4cncnc4)cc3)[C@@H]2C1	-0.5
29	C[C@H](CO)N1C[C@H](C)[C@H](CN(C)S(=O)(=O)c2cn(C)cn2)Oc2ccc(NC(=O)Nc3cccc4ccccc34)cc2CC1=O	-1.7
30	Cc1noc(C)c1NC(=O)N1C[C@H](O)COC[C@H]2O[C@H](CC(=O)NCC3CC3)CC[C@@H]21	0.1

Looked up one by one from above, two records:
cpd	smiles	TcdB inh
2	CCCN1[C@@H]2c3ccc(C4=CCCC4)c(=O)n3C[C@@H]2[C@@H](CO)[C@@H]1C(=O)NCc1cccc(OC)c1	0.0
27	Cc1noc(C)c1S(=O)(=O)Nc1ccc2c(c1)CC(=O)N([C@H](C)CO)C[C@@H](C)[C@H](CN(C)C)O2	0.1

The listing picks up, starting two compounds before the break.
cpd	smiles	TcdB inh
29	C[C@H](CO)N1C[C@H](C)[C@H](CN(C)S(=O)(=O)c2cn(C)cn2)Oc2ccc(NC(=O)Nc3cccc4ccccc34)cc2CC1=O	-1.7
30	Cc1noc(C)c1NC(=O)N1C[C@H](O)COC[C@H]2O[C@H](CC(=O)NCC3CC3)CC[C@@H]21	0.1
31	C[C@@H]1CN([C@@H](C)CO)S(=O)(=O)c2ccc(/C=C/c3ccccc3)cc2O[C@@H]1CN(C)C(=O)c1cccnc1	3.1
32	CCOC(=O)c1ccc(NC(=O)O[C@H]2[C@H](OC(=O)Nc3ccc4c(c3)OCO4)[C@@H](OC(=O)Nc3ccc4c(c3)OCO4)[C@@H](OC)O[C@@H]2CO)cc1	0.2
33	Cc1ccc(S(=O)(=O)N(C)C[C@H]2Oc3ccc(NC(=O)Nc4cccc5ccccc45)cc3CC(=O)N([C@H](C)CO)C[C@@H]2C)cc1	0.2
34	C/C=C/c1ccc2c(c1)O[C@H](CN(C)C(=O)Nc1cc(F)ccc1F)[C@H](C)CN([C@H](C)CO)S2(=O)=O	-0.2
35	C[C@H]1CN([C@@H](C)CO)C(=O)c2cccc(NC(=O)c3nc4ccccc4s3)c2O[C@@H]1CN(C)C(=O)Nc1ccccc1	-0.5
36	O=C(C[C@H]1C[C@@H]2c3cc(NC(=O)NC4CCCCC4)ccc3O[C@@H]2[C@@H](CO)O1)NCCc1ccccc1	-5.4
37	CN(C)C(=O)C[C@H]1CC[C@H](NC(=O)NC2CCCCC2)[C@@H](CO)O1	0.2
38	C[C@H](CO)N1C[C@H](C)[C@@H](CN(C)C(=O)C2CC2)Oc2ncc(C#CC3CCCC3)cc2C1=O	0.5
39	COc1ccc(NC(=O)Nc2ccc3c(c2)C(=O)N([C@@H](C)CO)C[C@H](C)[C@H](CN(C)C(=O)c2ccccc2)OCCCC[C@@H](C)O3)cc1	0.1
40	CCS(=O)(=O)N1[C@H](CO)[C@@H](c2ccccc2)C12CN(C(=O)C1CC1)C2	-9.1
41	CCNC(=O)[C@@H]1[C@@H](CO)[C@@H]2Cn3c(ccc(C4=CCCCC4)c3=O)[C@@H]2N1Cc1ccccc1	-0.5
42	CCCNC(=O)C[C@H]1C[C@H]2c3cc(NC(=O)NC4CCCC4)ccc3O[C@H]2[C@H](CO)O1	0.2
43	O=C(C[C@@H]1CC[C@@H]2[C@H](COC[C@@H](O)CN2Cc2cccc(C(F)(F)F)c2)O1)NCCc1ccccc1	-9.2
44	CS(=O)(=O)Nc1ccc2c(c1)[C@@H]1C[C@@H](CC(=O)N3CCc4ccccc4C3)O[C@@H](CO)[C@@H]1O2	0.5
45	O=C(Cc1ccncc1)N[C@H]1CC[C@H](CCn2cc(-c3ccccc3F)nn2)O[C@H]1CO	-0.4
46	C[C@@H]1CCCCO[C@@H](CN(C)C(=O)Nc2cccc3ccccc23)[C@H](C)CN([C@H](C)CO)C(=O)c2cc(N(C)C)ccc2O1	-13
47	C[C@H]1CN([C@@H](C)CO)C(=O)c2cc(NS(=O)(=O)c3ccc(Cl)cc3)ccc2O[C@H]1CN(C)Cc1ccccc1	-0.5
48	CC(=O)N1[C@H](C(=O)NCC2CC2)[C@@H](CO)[C@@H]2Cn3c(ccc(C4=CCCC4)c3=O)[C@@H]21	-1.3
49	COCC(=O)N1[C@H](CO)[C@H](c2ccccc2C2=CCCC2)[C@@H]1C#N	-13
50	COc1ccc2c3c(n(C)c2c1)[C@H](CO)N(S(C)(=O)=O)CC31CCN(CC2CCCCC2)CC1	0.0
51	O=C(Nc1ccc(Cl)cc1)N[C@@H]1CC[C@H](CCn2cc(Cc3ccccc3)nn2)O[C@H]1CO	-0.1
52	CC(C)NC(=O)N1[C@H](CO)[C@H]2c3ccccc3N(C)C[C@H]21	0.1
53	Cc1noc(C)c1S(=O)(=O)N(C)C[C@@H]1OCCCC[C@@H](C)Oc2ccc(NC(=O)C3CCCCC3)cc2C(=O)N([C@@H](C)CO)C[C@@H]1C	-0.2
54	O=C(C1CCOCC1)N1CC(=O)N2[C@H](C1)[C@@H](c1ccc(/C=C/c3ccccc3)cc1)[C@@H]2CO	0.3
55	C[C@@H]1CCCCO[C@@H](CN(C)C(=O)Cc2ccccc2)[C@H](C)CN([C@@H](C)CO)C(=O)c2cc(N(C)C)ccc2O1	-25
56	C[C@H](CO)N1C[C@H](C)[C@H](CN(C)CC2CCOCC2)Oc2ncc(C#CCc3ccccc3)cc2C1=O	-1.4
57	O=C(Cc1cccnc1)N[C@@H]1CC[C@H](CCn2cc(-c3ccccc3F)nn2)O[C@@H]1CO	0.1
58	O=C([C@H]1[C@H](CO)[C@H]2Cn3c(ccc(-c4cccnc4)c3=O)[C@@H]1N2Cc1ccncc1)N1CCOCC1	0.6
59	COCC(=O)N1C[C@@H](C)[C@@H](OC)CN(C)C(=O)c2ccc(NC(=O)c3cnccn3)cc2OC[C@@H]1C	-1.2
60	COc1ccc(CNC(=O)C[C@H]2CC[C@H]3[C@H](COc4ccc(NC(C)=O)cc4C(=O)N3C)O2)cc1	-1.3

Ordered by length of the SMILES (highest first): part of the list above.
cpd	smiles	TcdB inh
4	C[C@@H]1CN([C@H](C)CO)C(=O)Cc2cc(NC(=O)CCCN(C)C)ccc2O[C@H]1CN(C)S(=O)(=O)c1ccccc1	-1.0
59	COCC(=O)N1C[C@@H](C)[C@@H](OC)CN(C)C(=O)c2ccc(NC(=O)c3cnccn3)cc2OC[C@@H]1C	-1.2
30	Cc1noc(C)c1NC(=O)N1C[C@H](O)COC[C@H]2O[C@H](CC(=O)NCC3CC3)CC[C@@H]21	0.1

Other structures.
cpd	smiles	TcdB inh
61	C[C@H]1CN([C@@H](C)CO)C(=O)c2cccc(NS(=O)(=O)c3ccc(F)cc3)c2O[C@@H]1CN(C)Cc1ccccc1	-1.1
62	O=C(C[C@@H]1CC[C@H]2[C@@H](COC[C@H](O)CN2C(=O)Nc2ccccc2)O1)NCCCN1CCOCC1	-0.1
63	C[C@H]1CN([C@@H](C)CO)C(=O)c2cccc(NC(=O)C3CCOCC3)c2O[C@@H]1CN(C)S(C)(=O)=O	-0.4
64	CCC(=O)Nc1ccc2c(c1)C(=O)N(C)[C@@H]1CC[C@H](CC(=O)NCCc3ccccc3)O[C@H]1CO2	-0.2
65	CO[C@H]1CN(C)C(=O)c2cc(NS(C)(=O)=O)ccc2OC[C@H](C)N(Cc2nccs2)C[C@@H]1C	-0.6
66	CN(C)CC(=O)N[C@H]1C[C@@H]2O[C@H](CO)CC[C@@H]2O[C@@H]1CCc1ccc(C#Cc2ccccc2)cc1	-1.3
67	C/C=C/c1ccc([C@@H]2[C@@H](CO)N(C(=O)c3cnccn3)C23CN(C(=O)C2CC2)C3)cc1	0.2
68	CN(C)C(=O)[C@H]1[C@H](CO)[C@H]2Cn3c(ccc(-c4ccncc4)c3=O)[C@@H]1N2C(=O)NC1CCCC1	0.1
69	CCC(=O)N[C@@H]1CC[C@H](CC(=O)NCc2ccc(OC)cc2)O[C@H]1CO	1.2
70	C[C@H]1CN([C@@H](C)CO)C(=O)c2cc(-c3cncnc3)cnc2O[C@H]1CN(C)Cc1ccc(Oc2ccccc2)cc1	0.1
71	Cc1ccc(S(=O)(=O)N2C[C@@H](O)COC[C@@H]3O[C@H](CC(=O)NCc4ccc5c(c4)OCO5)CC[C@H]32)cc1	-0.8
72	COc1ccc(S(=O)(=O)Nc2ccc3c(c2)CC(=O)N([C@@H](C)CO)C[C@@H](C)[C@H](CN(C)S(=O)(=O)c2c(C)noc2C)O3)cc1	-0.3
73	CC(C)NC(=O)N(C)C[C@H]1OCCCC[C@@H](C)Oc2ccc(NS(=O)(=O)c3ccc(F)cc3)cc2C(=O)N([C@@H](C)CO)C[C@@H]1C	2.1
74	CC(=O)N1[C@@H](CO)[C@@H](c2ccccc2)[C@@H]1CN(C)C(=O)c1ccccc1F	0.2
75	CCCN1[C@@H]2c3ccc(C4=CCCC4)c(=O)n3C[C@@H]2[C@@H](CO)[C@@H]1C(=O)NCC	0.7
76	COc1cccc(-c2cnc3c(c2)C(=O)N([C@@H](C)CO)C[C@H](C)[C@@H](CN(C)Cc2ccc(C(=O)O)cc2)O3)c1	-1.2
77	CC(=O)N1CC(=O)N2[C@H](CO)[C@@H](c3ccc(-c4ccncc4)cc3)[C@@H]2C1	-0.3
78	N#C[C@H]1[C@@H](c2ccc(C#CC3CC3)cc2)[C@H](CO)N1S(=O)(=O)c1ccccc1	0.5
79	O=C(C[C@H]1C[C@@H]2c3cc(NC(=O)C4CCC4)ccc3O[C@@H]2[C@@H](CO)O1)NCCN1CCCCC1	-0.8
80	COc1cccc(S(=O)(=O)N[C@H]2CC[C@@H](CCNC(=O)Cc3ccncc3)O[C@@H]2CO)c1	-1.0

Individual results from the list.
For TcdB inh, entry 74 shows 0.2
For TcdB inh, entry 75 shows 0.7
